# JMJD2A Tudor = inhibitors of human JMJD2A Tudor domain; O75164; AlphaScreen JMJD2A-Tudor / H3K4me3 peptide binding; Potency, µM (doses to about 114 µM), without a hit: top-dose activity change, negative = inhibition, actives largely listed as inhibitors; 4.4% of 390,000 active; AID 504339; note: % is set by controls: 0 for no effect and ±100 for the full control effect; nearly all actives have a fitted effect of over 50% in size
# TrxR1 inh = inhibitors of rat thioredoxin reductase 1; O89049; recombinant rTrxR1, NADPH fluorescence consumption, selenite substrate; Potency, µM (titrated, usually from 114 µM), for the others: at the highest dose activity change, negative = inhibition, actives largely listed as inhibitors; 1% of 390,000 active; note: % is set by controls: 0 for no effect and ±100 for the full control effect; nearly all actives have a fitted effect of over 65% in size
# Target sequence (O89049 whole entry, looked up): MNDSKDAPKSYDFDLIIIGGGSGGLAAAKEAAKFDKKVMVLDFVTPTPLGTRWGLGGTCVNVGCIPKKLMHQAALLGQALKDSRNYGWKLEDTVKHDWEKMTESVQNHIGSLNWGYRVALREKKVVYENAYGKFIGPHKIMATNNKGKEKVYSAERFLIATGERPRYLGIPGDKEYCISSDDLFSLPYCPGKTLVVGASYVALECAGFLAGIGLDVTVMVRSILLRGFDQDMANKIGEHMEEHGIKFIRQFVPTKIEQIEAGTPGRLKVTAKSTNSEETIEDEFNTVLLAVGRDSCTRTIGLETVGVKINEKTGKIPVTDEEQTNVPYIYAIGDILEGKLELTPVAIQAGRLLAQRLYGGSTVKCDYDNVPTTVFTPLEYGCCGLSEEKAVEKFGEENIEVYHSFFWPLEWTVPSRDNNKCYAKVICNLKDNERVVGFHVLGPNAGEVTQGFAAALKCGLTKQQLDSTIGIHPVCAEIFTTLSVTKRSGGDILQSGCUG
#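 Rat TrxR1 (90 nM in the dispensed reagent) was pre-reduced with 400 uM NADPH for 5 min at room temperature, then incubated with compound for 15 min. After 400 uM selenite was added, NADPH fluorescence (Ex 340/Em 450 nm) was followed for 8 min.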
# RGS4 inhibitor = inhibitors of human regulator of G protein signaling 4 | P49798 | Transcreener GDP fluorescence polarization, RGS4-accelerated GTP hydrolysis | Potency, µM (top dose mostly 114 µM), for inactives: top-dose activity change, negative = inhibition, hits mostly inhibitors | 0.039% of 390,000 active | AID 504845; note: % is set by controls: 0 for no effect and ±100 for the full control effect; nearly all actives have a fitted effect of over 75% in size; some results filed as inactive show a strong effect at the top dose
# Target sequence (P49798 whole entry, looked up): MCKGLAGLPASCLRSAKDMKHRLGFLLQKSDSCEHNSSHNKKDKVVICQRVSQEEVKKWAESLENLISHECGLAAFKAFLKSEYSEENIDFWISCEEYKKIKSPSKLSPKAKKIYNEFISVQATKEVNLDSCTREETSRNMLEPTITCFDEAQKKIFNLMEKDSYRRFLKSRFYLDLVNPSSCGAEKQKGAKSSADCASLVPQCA
#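 MLSMR compounds (23 nl, pin-transferred) preincubated 10 min at room temperature with a 500nM (2x) first reagent, then RGS4 at 900nM (2x) plus Transcreener GDP mix added; fluorescence polarization (620/688 nm) read before and after 90 min at 30 °C.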
# HP1b binding inh = HP1-beta chromodomain-methylated histone interaction inhibition; P83916; AlphaScreen HP1-beta / biotin-H3K9me3 peptide binding; AID 540317; Potency, µM (highest dose often 114 µM), for inactives: top-dose activity change, negative = inhibition, most hits filed as inhibitors; 0.56% of 390,000 active; note: nearly all actives have a fitted effect of over 70% in size; inactives centre near 23
# Target sequence (P83916 whole entry, looked up): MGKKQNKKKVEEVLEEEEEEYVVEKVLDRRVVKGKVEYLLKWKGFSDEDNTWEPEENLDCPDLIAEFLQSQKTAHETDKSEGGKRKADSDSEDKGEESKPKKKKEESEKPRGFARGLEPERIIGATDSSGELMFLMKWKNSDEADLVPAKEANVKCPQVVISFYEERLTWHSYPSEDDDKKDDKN
#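 HP1-beta protein (50 nM final) preincubated 30 min at room temperature with biotinylated H3(1-18)K9me3 peptide (50 nM) in PBS pH 7.4, 0.01% Tween-20, then compound added for 30 min. AlphaScreen streptavidin donor/nickel chelate acceptor beads (10 ug/mL final), 30 min dark, luminescence read.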
# ALOX12 inh = blocks human arachidonate 12S-lipoxygenase. P18054. purified 12hLO, xylenol orange hydroperoxide absorbance. 1.1% of 580,000 active. Potency, µM (highest dose often 108 µM), for the others: at the highest dose activity change, negative = inhibition, most hits filed as inhibitors; note: % is set by controls: 0 for no effect and ±100 for the full control effect
#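 Hydroperoxide product was detected by ferrous iron/xylenol orange as the 573 to 405 nm absorbance ratio. Arachidonic acid at 40 uM (final) was turned over for 30 min at room temperature by 150 nM human 12hLO, pH 7.0 Hepes buffer, after 15 min compound preincubation.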
# Pin1 inh = human Pin1 inhibition; Q13526; Pin1 FP peptide displacement, HiFluor488, 10 min; Potency, µM (highest dose often 115 µM), without a hit: top-dose activity, negative = inhibition, actives largely listed as inhibitors; 0.009% of 390,000 active; AID 504891; active = well fitted inhibition curve with a large enough effect in the polarisation, with a control signal flat, not every such curve was filed as active; inconclusive = small, poorly fitted or top-dose-only effect, or effect the other way, or a change in a side signal; inactive = no such curve, though single readings can be large or run the other way; the % refers to the polarisation; note: % is set by controls: 0 for no effect and ±100 for the full control effect
# Target sequence (Q13526 whole entry, looked up): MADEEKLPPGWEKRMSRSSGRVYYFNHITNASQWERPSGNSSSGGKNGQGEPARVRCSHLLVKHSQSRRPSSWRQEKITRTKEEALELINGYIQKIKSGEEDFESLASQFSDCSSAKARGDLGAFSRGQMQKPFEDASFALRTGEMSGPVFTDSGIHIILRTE
# Tb PGK inh = blocks T. brucei phosphoglycerate kinase; Potency, µM (doses to about 57.5 µM), for inactives: at the top dose activity change, negative = inhibition, usual class: inhibitors; 0.043% of 380,000 active; PGK/GAPDH coupled, Kinase-Glo luminescence, 60 min; P07378; note: % is set by controls: 0 for no effect and ±100 for the full control effect; nearly all actives have a fitted effect of over 60% in size
#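 Luminescent ATP detection (Kinase-Glo Plus) follows a 60-minute room-temperature incubation, with wells lacking PGK as controls. Buffer: 100 mM TEA (pH 7.6), 5 mM MgCl2, 0.01% Tween-20. Coupling enzyme GAPDH (100 nM final) supplies unstable 1,3-BPG in-well.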
# GLS inh = inhibitors of human glutaminase (GLS); GLS enzymatic activity, qHTS titration; Potency, µM (highest dose often 45.5 µM), without a hit: at the top dose activity change, negative = inhibition, actives largely listed as inhibitors; 0.21% of 410,000 active; AID 624170; note: % is set by controls: 0 for no effect and ±100 for the full control effect
#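 Read-out is an Amplex red fluorescence increase coupled through glutamate oxidase and HRP, measured before and after 30 min room-temperature incubation. hKGA is in 45 mM KH2PO4 (pH 8.2) with 0.02% Tween-20; glutamine added as 1mM solution.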
# ERG-DNA inh = blocks human ERG Ets domain binding to DNA; Potency, µM (top dose mostly 76.9 µM), inactives show top-dose FP activity, negative = inhibition, usual class: inhibitors; AID 624246; 0.028% of 370,000 active; fluorescence polarization, His-ERG Ets domain / labelled DNA; P11308; active = well fitted inhibition curve with a large enough effect in the polarisation, with a control signal flat; inconclusive = small, poorly fitted or top-dose-only effect, or effect the other way, or a change in a side signal; inactive = no such curve, though single readings can be large or run the other way; the % refers to the polarisation;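 note: polarization taken with two DNA probes labelled with fluorescein and Texas red; % of control where 0% means no effect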
#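 His-tagged ERG Ets domain (1 uM in the protein solution; 300mM KCl, 50mM Tris-HCl, 1mM EDTA, 1mM DTT, pH 7.5) received compound, then a probe mix of 5 nM fluorescein-DNA and 100nM Texas-615-DNA. Fluorescence polarization was read for both dyes.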
# Numbers without * were called inactive; i = inactive; ? = inconclusive; . = not tested or not shown; & = joins results of further samples; [ ] = remark or other dose. Unless noted, calls come from the whole dose curve; as a rule, active = well fitted curve in the direction sought with a large enough effect; inconclusive = small, poorly fitted or top-dose-only effect, or another doubt; inactive = no such curve, though single readings can be large; an effect the other way counts as inactive or inconclusive. Potency is the fitted concentration of half-maximal effect. An excerpt; count on the stated rates, not on these rows.
mol,JMJD2A Tudor,TrxR1 inh,RGS4 inhibitor,HP1b binding inh,ALOX12 inh,Pin1 inh,Tb PGK inh,GLS inh,ERG-DNA inh
O=C(Nc1cccn2ncnc12)C(F)(F)F,-8%,-2%[57.1 µM],-20%,36%[activator],12%,-1%,-2%,19%,-7%
COc1ccc(C(CC(=O)O)NC(=O)Cc2ccccc2)cc1OC (stereo unspecified),-14%[57.1 µM],3%,-7%,55%[activator],3%,-5%,-1%,-2%,-2%
CCC(c1c(C)[nH]oc1=O)c1c(C)[nH]oc1=O,25µM*,-19%,16%,-4%,?,6%,-1%,12%,3%
CCC1CCCCN1CCCNC(=O)c1ccc(CS(=O)(=O)c2ccccc2OC)o1 (stereo unspecified),-5%,15%,18%[11.4 µM],48%[activator],-6%,-7%,-4%,0%,-9%
Cc1nc2sc3c(c2c(=O)o1)CCC3,-16%,15%[57.1 µM],5%,26%,9%,-7%,-2%,0%,10%
COc1ccc2oc(=O)c(-c3nc4ccccc4o3)cc2c1,1%,-16%,-21%,35%,0%,61%[activator],-6%,-5%,2%
CC(=O)N/N=C(\C)CCc1ccccc1,11%,24%,9%,51%[activator],0%,-3%,-9%,-2%,3%
Cc1cccc(C)c1N1C(=O)CCC(C)(C)C1=O,10%,7%,16%,41%[activator],11%,7%,-3%,-5%,-7%
COc1cccc(C2CC(c3ccccc3Cl)n3nc(N)nc3N2)c1 (stereo unspecified),-31%,9%[57.1 µM],-20%,44%,-19%,-1%,-1%,15%,0%
O=S(=O)(c1ccc(C2CCCCC2)cc1)N1CCOCC1,5%,-5%,5%,39%[activator],22%,3%,5%,23%,-5%
O=C(NC1CCCCCC1)C1c2ccccc2C(=O)N1Cc1ccc(F)cc1 (stereo unspecified),-4%,9%,-13%,67%[activator],-12%,24%,-10%,-4%,4%
CCOC(=O)C1CCCN(c2nnnn2-c2ccccc2)C1 (stereo unspecified),-3%,9%,-14%,21%,-16%,-6%,-4%,-13%,3%
O=C(N/N=C/c1ccco1)c1cc(-c2ccc3ccccc3c2)n[nH]1,-25%,-33%,-9%,11%,-24%,5%,6%,11%,0%
Cc1ccc(C(=O)NC2CCCCCCC2)c(Cl)c1,-12%,16%,-2%,37%[activator],0%,-6%,-7%,-11%,5%
COc1ccc(C2=NN(CC(=O)NCc3ccccc3Cl)C(=O)CC2)cc1,-1%,4%[57.1 µM],-26%,10%,-14%,5%,-1%,-4%,-1%

# (listing goes on)
mol,JMJD2A Tudor,TrxR1 inh,RGS4 inhibitor,HP1b binding inh,ALOX12 inh,Pin1 inh,Tb PGK inh,GLS inh,ERG-DNA inh
CC(=O)Nc1ccc(/C=N/N2CCCCC2)cc1,-26%,5%[57.1 µM],-11%,-8%,0%,1%,6%,5%,-1%
C/C(=N\N)c1c(-c2ccccc2)c2cc(C)ccc2[nH]c1=O,-15%,-13%,36%,26%,65%[activator],-2%,5%,12%,-3%
Cc1ccc2c(=O)cc(C(=O)Nc3ccc(S(=O)(=O)N4CCCCCC4)cc3)oc2c1,-14%,22%,1%,8%,-3%,0%,-5%,11%,-1%
Cc1ccc(CCNC(=O)c2ccc3[nH]c(C)c(C)c3c2)cc1,?,3%[57.1 µM],-11%,4%,-21%,?,i,-6%,-1%
Cc1cn(CC(=O)NCCNc2ccc([N+](=O)[O-])cn2)c(=O)[nH]c1=O,-3%,2%,3%,12%,-9%,-7%,i,0%,-2%
COc1cccc(-c2csc3ncnc(Sc4nnnn4C)c23)c1,-23%&-10%,-5%,0%,95%[activator],-19%,26%&-2%,-4%,-7%,.
COc1ccc(N(C(=O)c2snc(C(N)=O)c2N)C(C(=O)NCc2ccc(F)cc2)c2ccc(C)o2)c(OC)c1 (stereo unspecified),-13%,17%,-9%,-11%,-12%,2%,-8%,5%,4%
Cc1ccc(S(=O)(=O)c2nc(-c3ccccc3)oc2SCC(=O)NC2CCCCC2)cc1,2%,4%,8%,25%,-27%,-1%,-1%,-9%,2%
CCOC(=O)C1(Cc2cccc(OC)c2)CCN(Cc2ccccc2OC)CC1,-5%,6%[57.1 µM],-6%,13%,2%,0%,15%,0%,3%
O=C(O)COc1ccc(/C=N/NC(=O)C2CCCN2S(=O)(=O)c2ccc(Cl)cc2)cc1 (stereo unspecified),-6%,12%[57.1 µM],-2%,31%,-26%,5%,-5%,-2%,-7%
CCOC(=O)NC(=O)CSc1nc2ccc([N+](=O)[O-])cc2[nH]1,-13%,-1%[57.1 µM],11%,11%,-1%,-3%,6%,6%,3%
CCOC(=O)CSC1=Nc2ccccc2C2=NC(CCC(=O)NCc3ccc(F)cc3)C(=O)N12 (stereo unspecified),-17%,2%[57.1 µM],-11%,44%[activator],-14%,-1%,-3%,26%,-2%
COc1ccc(C(=O)COc2ccc3ccc(=O)oc3c2)c(OC)c1,-8%,9%,?,33%,i,18%,-1%,-2%,-7%
CCn1c(COC(=O)CNC(=O)c2ccccc2)nc2cc(S(=O)(=O)N(C)C)ccc21,-8%,-7%,-9%,31%,10%,-1%,-10%,-10%,-10%
COc1cc(/C=N/NC(=O)c2ccoc2C)ccc1O,3%,-28%,-2%,24%,12%,10%,-8%,23%,-5%

# New compounds follow:
mol,JMJD2A Tudor,TrxR1 inh,RGS4 inhibitor,HP1b binding inh,ALOX12 inh,Pin1 inh,Tb PGK inh,GLS inh,ERG-DNA inh
COc1ccccc1OCC(=O)NC1CC(C)(C)NC(C)(C)C1,-5%,24%[57.1 µM],3%,8%,-6%,-2%,12%,5%,-7%
CN1CCN(c2ccc(S(=O)(=O)N3CCOCC3)cc2NC(=O)Cc2ccccc2F)CC1,-6%,15%,8%,32%,235%[activator],1%,8%,-3%,3%
CCCn1c(SCC(=O)c2cc(C)ccc2C)n[nH]c1=O,-27%,-8%,4%,35%,-17%,1%,-2%,7%,16%
CC(C)C(c1nnnn1Cc1ccc(F)cc1)N1CCN(c2ccc(O)cc2)CC1 (stereo unspecified),40µM*,-2%[57.1 µM],?,71µM*,?,-2%,-1%,35%[activator],-15%
CCOC(=O)C1CCCN(C(=O)C2c3ccccc3Oc3ccccc32)C1 (stereo unspecified),-5%,9%,-9%,35%,-27%,?,-5%,0%,-15%
CCOc1ccccc1NC(=O)CN1CCN(Cc2ccccc2)CC1,-12%,8%,3%,30%,0%,1%,.,1%,14%
O=C(Nc1ccc(N2CCOCC2)cc1)c1ccc(S(=O)(=O)N2CCCCC2)cc1,-5%,6%,-33%,36%,0%,-1%,i,2%,.
COc1cc(C(=O)NCc2ccc(F)cc2)cc(Cl)c1OC,3%,0%[57.1 µM],2%,59%[activator],-2%,0%,2%,4%,-1%
COc1ccc2nc(/C=N/NC(=O)CCCCCNC(=O)OC(C)(C)C)ccc2c1,-6%,8%[57.1 µM],-6%,8%,?,7%,-1%,-3%,-2%
Cc1cc2nc3c(nc2cc1C)C(O)=C3O,-14%,2.5µM*,4%,27%,?,-1%,3%,0%,12%
Cc1ccc2c(CN3CCCCC3C)cc(=O)oc2c1C (stereo unspecified),4%,16%,3%,45%[activator],?,0%,i,10%,5%
O=C(Nc1ccccc1Cl)C(Cl)C(=O)c1ccccc1 (stereo unspecified),-15%,13%[57.1 µM],-16%,20%,20µM*,-7%,16%,?,-1%
Nc1nc(SCC(=O)NC2CCCc3ccccc32)n[nH]1 (stereo unspecified),10%,22%[57.1 µM],-32%,37%,1%,-15%,-13%,-6%,-7%
CCCCS(=O)(=O)N1CCC(C(=O)Oc2ccc(Cl)cc2)CC1,2%,20%,31%,52%[activator],32%[activator],-2%,-5%,3%,-4%
COc1cc(Cl)cc2c1Sc1ccccc1/C2=C/CCN(C)C,?,?,39%,-18%,.,4%,-3%,22%,2%

# Overlap with the part before: 2 entries, then new ones.
mol,JMJD2A Tudor,TrxR1 inh,RGS4 inhibitor,HP1b binding inh,ALOX12 inh,Pin1 inh,Tb PGK inh,GLS inh,ERG-DNA inh
CCCCS(=O)(=O)N1CCC(C(=O)Oc2ccc(Cl)cc2)CC1,2%,20%,31%,52%[activator],32%[activator],-2%,-5%,3%,-4%
COc1cc(Cl)cc2c1Sc1ccccc1/C2=C/CCN(C)C,?,?,39%,-18%,.,4%,-3%,22%,2%
Cc1ccccc1Cn1c(=O)n(CCCCC(=O)NCc2ccccc2Cl)c(=O)c2ccccc21,1%,12%,20%,21%,-14%,?,3%,1%,-13%
CN1CCN(c2nc3c(c(=O)[nH]c(=O)n3C)n2CCCSc2nnnn2-c2ccccc2)CC1,-9%,8%[57.1 µM],-26%,24%,-10%,-1%,i,-6%,-4%
COC(=O)Cn1cccc1C(=O)c1ccccc1,-5%,2%,-3%,25%,4%,5%,-5%,0%,5%
C/C(=N\Nc1ccc2nncn2n1)c1ccco1,-7%,-16%[57.1 µM],17%,11%,194%[activator],3%,6%,?,-2%
Cc1cc(C(=O)COC(=O)C2=NNC(=O)CC2)c(C)n1-c1cccc(C(F)(F)F)c1,?,6%,-14%,-3%,-5%,-4%,0%,4%,-4%
Cc1cc(Br)ccc1NCc1ccccn1,3.2µM*,17%,-13%,16µM*,?,-2%,.,16%,.
COc1ccc(OC)c(S(=O)(=O)NCc2nc3nc(C)cc(C)n3n2)c1,-14%,-1%,-1%,46%[activator],0%,0%,i,1%,0%
O=C1CC(C(=O)NCCc2ccccc2)SC(=Nc2ccccc2)N1 (stereo unspecified),-15%,-3%,1%,26%,23%,-7%,-6%,5%,16%
COc1ccc(CNC(=O)N2CCN(C(=O)c3ccccc3)CC2)cc1,0%,8%[57.1 µM],14%,13%,?,-6%,-8%,?,5%
